Screening data (PubChem BioAssay)
GSK3beta inhib: human GSK3beta kinase inhibition; P49841; GST-GSK3beta kinase, ADP-Glo luminescence, 60 min; active compounds read low; activity score (negative = inhibition), % at 10 µM; actives 0.038% (n = 300,000); AID 2097;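 active = more than half of replicate wells score below -50%, meaning over 50% inhibition versus plate controls; inconclusive = some replicates but at most half score below -50%; inactive = no replicate scores below -50%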;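 also: 0% = median DMSO wells and -100% = median GW8510 positive control wells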
Target sequence (P49841 whole entry, looked up): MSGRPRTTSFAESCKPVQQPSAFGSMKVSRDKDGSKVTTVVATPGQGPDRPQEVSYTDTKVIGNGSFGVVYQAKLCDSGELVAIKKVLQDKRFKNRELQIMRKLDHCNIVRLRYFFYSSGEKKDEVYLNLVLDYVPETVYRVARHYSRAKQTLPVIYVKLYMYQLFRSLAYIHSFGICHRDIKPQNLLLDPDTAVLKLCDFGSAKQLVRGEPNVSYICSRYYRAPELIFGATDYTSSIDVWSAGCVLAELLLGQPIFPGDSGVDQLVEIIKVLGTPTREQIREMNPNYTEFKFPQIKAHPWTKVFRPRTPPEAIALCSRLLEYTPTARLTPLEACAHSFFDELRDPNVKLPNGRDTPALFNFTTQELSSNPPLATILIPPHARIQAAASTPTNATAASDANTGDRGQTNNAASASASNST
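Test system: GST-tagged human GSK3beta kinase, cell-free; evaluation: activity score scaled between in-plate DMSO and GW8510 controls; measured by: ADP-Glo luminescence; incubation: 60 min reaction, RT; benchmarks: DMSO and 20 µM GW8510; reagent: peptide substrate plus 25 µM ATP (final); medium: Tris/MgCl2 kinase buffer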
HSF-1 act: increases HSF-1 driven luciferase reporter signal | NIH3T3-HGL HSF-1 luciferase reporter, MG132, 8 h; 100% = twice DMSO control signal | activation, % at 9 µM | actives 1.7% (n = 300,000);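 active = mean replicate activation of at least 50% with a set share of replicates each reaching 50%; inconclusive = only one of those two conditions met; inactive = mean below 50% and too few replicates reaching it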;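 also: 0% = median of the neutral control wells and 100% = twice that signal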
Dyrk1A ADPGlo: inhibitors of rat Dyrk1A kinase. Q63470. AID 504441. inhibition, % at 12.5 µM. actives 0.43% (n = 310,000). ADP-Glo luminescence, NFATc1 peptide; in the data active = inhibition above about 50%;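 also: plate controls were vehicle with enzyme for no effect and no enzyme for full effect; many of its hits are not listed in these tables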
KLF5 inhibitor: suppresses KLF5 promoter-driven expression. inhibition, % at 5 µM. actives 0.23% (n = 290,000). AID 1700. DLD-1 KLF5 promoter-luciferase reporter, luminescence;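 active = inhibition above a per-plate limit of that plate's mean compound inhibition plus 3 SD, cut at about 60% in these data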;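 also: 0% = DMSO wells and 100% = LY294002 at 200 µM; higher means less KLF5 promoter-driven luciferase light; inactives centre near -14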
HSF1 inh: HSF1 inhibition. NIH3T3-HGL HSE-luciferase, MG132-induced, luminescence 8 h; active compounds read low. actives 0.77% (n = 300,000). activity change, negative = inhibition, % at 7.5 µM (by protocol);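 active = more than half of replicate wells show activity change below -50%, luminescence cut by over half; inconclusive = some wells, but at most half, below -50%; inactive = no replicate well below -50%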;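 also: luciferase reports HSF-1 transcriptional activity via heat shock element; 0% = median of DMSO wells and -100% = zero luminescence signal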
Platelet DG rel: platelet dense granule release activity; human platelet-rich plasma, SFLLRN dense granule ATP release, luminescence; inhibition, %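 (compounds screened at 7.5 µM in platelet-rich plasma)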; actives 0.22% (n = 300,000); AID 1663;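 active = mean replicate score, as percent of positive control, at or above 50; inconclusive = mean below 50 but at least one replicate at or above 50; inactive = mean and every replicate below 50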
GSK3A inh: blocks human GSK-3 alpha kinase; P49840; AID 2650; ADP-Glo luminescence, 60 min; inhibition, % at 10 µM; actives 0.1% (n = 320,000);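 in the data active = inhibition above about 50%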;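 also: GST-tagged GSK-3 alpha with peptide substrate and 25 µM ATP; 0% = DMSO neutral wells and 100% = GW8510 positive control wells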
Target sequence (P49840 whole entry, looked up): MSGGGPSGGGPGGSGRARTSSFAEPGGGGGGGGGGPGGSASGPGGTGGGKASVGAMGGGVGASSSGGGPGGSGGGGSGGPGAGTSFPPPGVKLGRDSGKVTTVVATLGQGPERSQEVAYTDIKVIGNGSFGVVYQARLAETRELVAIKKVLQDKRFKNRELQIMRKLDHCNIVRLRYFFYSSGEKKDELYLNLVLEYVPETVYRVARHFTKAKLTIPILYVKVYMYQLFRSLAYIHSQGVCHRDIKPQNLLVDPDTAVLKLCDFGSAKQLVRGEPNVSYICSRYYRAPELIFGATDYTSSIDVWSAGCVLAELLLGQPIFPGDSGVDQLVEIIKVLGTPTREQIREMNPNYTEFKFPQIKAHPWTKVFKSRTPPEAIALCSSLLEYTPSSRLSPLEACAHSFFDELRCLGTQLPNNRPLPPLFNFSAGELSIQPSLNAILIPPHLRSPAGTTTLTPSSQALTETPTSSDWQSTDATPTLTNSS
aSyn 5UTR inh: MLPCN primary screen, SNCA 5' untranslated region; alpha-synuclein 5'UTR reporter, inhibitor activity; inhibition, % (tested at 7.5 µM); actives 0.82% (n = 300,000); AID 1813; in the data active = inhibition above about 60%; inconclusive = no clear call, values can overlap the other calls;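 also: H4 neuroglioblastoma cells stably carrying SNCA 5'UTR luciferase fusion; 0% = DMSO wells and 100% = positive control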
HSP90 refold inh: blocks HSP90-mediated luciferase refolding in reticulocyte lysate; Rabbit reticulocyte lysate, luciferase refolding luminescence, 3 h; inhibition, % at 5.6 µM; actives 0.91% (n = 290,000); AID 1789;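 active = inhibition above the screen-wide mean plus 3 SD, computed separately per campaign, cut at about 16% in these data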;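 also: 0% = DMSO wells and 100% = 60 µM geldanamycin wells; inhibitors lower the luminescence because luciferase stays unfolded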
IEC-6 cytotox: kills IEC-6 intestinal cells in KLF5 counter-screen. actives 0.78% (n = 290,000). inhibition, % at 5 µM. IEC-6 cytotoxicity, luminescence viability. AID 1825; in the data active = inhibition above about 22%;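 also: 0% = plate median of test compound wells and 100% = cytotoxic reference compound wells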
Active calls of the source: *; ? = inconclusive; / = not tested or not shown.

Molecule	GSK3beta inhib	HSF-1 act	Dyrk1A ADPGlo	KLF5 inhibitor	HSF1 inh	Platelet DG rel	GSK3A inh	aSyn 5UTR inh	HSP90 refold inh	IEC-6 cytotox
C=CCc1cccc(/C=N/n2cnnc2)c1O	2.6	11.3	0.3	-21.9	5.3	0.1	-1.3	8.9	-3.2	-2.7
Cn1cnc2cc(NCc3ccccc3Cl)ccc21	1.0	20.2	0.2	-93.3	7.5	0.5	1.2	-92.2	-0.8	1.4
O=C(OCC(=O)N1CCN(C(=O)c2ccco2)CC1)c1cc(S(=O)(=O)Nc2ccc(Cl)cc2)ccc1O	-0.2	1.8	/	-16.2	1.1	9.7	-1.7	-0.7	-2.1	-1.5
Cc1ccc(N(C)C(=O)c2cc(S(=O)(=O)N3CCc4ccccc43)cn2C)cc1	6.0	-0.5	-1.6	12.7	-8.0	10.4	-1.7	-2.5	3.2	1.5
C/C(=N/NC(=O)c1ccco1)c1cccnc1	1.5	17.1	5.7	-56.5	4.9	10.4	2.9	-30.9	-0.4	0.4
Cc1cc(OCC(O)CN2CCOCC2)cc(C)c1Cl (centres undefined)	-0.3	-11.1	2.6	0.8	-0.7	-3.9	/	13.0	0.8	4.4
O=C(C1CC(=O)N(C2CCCC2)C1)N1CCN(c2cccc(Cl)c2)CC1 (centres undefined)	-2.2	-16.0	-3.5	-12.8	-6.7	9.6	-1.1	4.7	-5.0	-4.8
Nc1nc(-c2ccc(F)cc2)cc(C(F)(F)F)n1	-0.8	7.0	-4.9	-34.0	3.1	0.8	/	14.2	7.6	4.3
Cc1nnc(SCC(=O)NNC(=O)c2ccco2)s1	-0.3	3.5	-4.6	/	0.5	1.3	-1.8	3.2	/	/
Cc1cccc(C)c1NC(=O)CCS(=O)(=O)c1ccc(Br)cc1	5.0	10.7	0.8	-26.5	-4.2	5.4	-2.7	21.0	2.5	-2.3
O=C(Oc1cccnc1)c1cc(S(=O)(=O)N2CCOCC2)ccc1Cl	-0.1	13.0	2.6	8.7	0.9	-6.3	-3.3	8.0	-0.6	-8.3
Cc1ccc(C2CC(C(F)(F)F)n3ncc(C(N)=O)c3N2)cc1 (centres undefined)	2.0	-10.1	5.9	7.7	2.2	0.6	-0.4	18.1	1.5	-5.4
CN(C)c1ccc(C(=S)NC2CCCCC2)cc1	1.5	1.2	/	-148.6	11.7	2.8	0.7	-111.2	-6.3	1.1
Cc1c(CN(C)C)c2c(n1Cc1ccccc1)C(=O)c1ccc(Br)cc1-2	-5.0	-49.7	-6.1	-41.6	-38.7	-7.8	-0.7	6.2	-0.4	0.1
CCOc1ccc(NC(=O)CN(c2ccc(OC)cc2)S(C)(=O)=O)cc1	-2.0	27.7	-1.2	-89.6	16.8	-4.4	-4.1	-138.2	-0.1	5.4
CN(Cc1cc([N+](=O)[O-])c2cccnc2c1O)C1CCCCC1	1.0	-8.8	/	11.2	-8.5	15.0	0.1	-2.7	-2.6	-6.1
O=C(Nc1ccc(-c2cn3c(n2)SCC3)cc1)c1ccco1	-6.7	13.1	-7.2	-138.3	10.1	9.2	2.6	-169.9	-2.8	0.3
CCCCc1ccc(-n2nnnc2SCC(=O)Nc2cc(OC)c([N+](=O)[O-])cc2C)cc1	-4.6	9.5	-3.5	-32.2	-7.8	-0.7	5.2	8.8	-0.2	2.4
COc1ccc(C(=O)Nc2ccc(CN3CCOCC3)cc2)cc1	-0.2	11.7	1.0	-92.6	8.8	-2.7	-2.0	-86.6	-0.9	0.3
CNC(=S)N1N=C(c2ccccc2)CC1c1ccccc1Cl (centres undefined)	0.8	1.0	1.6	-32.1	6.4	5.8	0.2	2.1	-0.8	5.5
CCOc1ccc(NC(=O)CN(C)C(=O)c2c(-c3c(F)cccc3Cl)noc2C)cc1OCC	-0.6	9.0	5.4	/	-0.1	10.2	-1.2	-0.3	/	/
CCOc1cccc(C(=O)NC2=NCCS2)c1	1.0	23.5	1.9	-162.3	20.3	2.6	-0.4	-103.8	3.7	5.5
COc1ccc(Cl)cc1C(=O)CSc1nc(N)cc(N)n1	-2.1	/	-1.2	-2.6	/	8.6	0.4	-3.3	1.7	3.9
CCCNC(=O)COc1coc(CN2CCN(c3ccc(F)cc3)CC2)cc1=O	-1.8	-35.8	0.4	-34.9	-24.4	0.1	-0.6	6.7	-4.6	-3.6
CN(C)c1ccc(N=Cc2nc(-c3ccccc3)oc2OC(=O)c2ccccc2)cc1	-1.9	19.0	2.2	-90.5	17.2	14.1	-0.4	-115.4	-1.0	2.7
COC(=O)c1ccc(S(=O)(=O)N2CCCCC2)o1	-2.3	13.0	4.0	-35.7	-8.0	-1.0	-1.7	0.9	0.5	0.6
CCn1c(=N)n(CC(=O)c2ccc(OC)c(OC)c2)c2ccccc21	-0.3	2.7	7.2	-24.1	-2.1	4.4	1.0	2.2	0.6	3.1
CCN(CC)C(=O)Cn1cc(C(=O)C(=O)NCCc2ccc(S(N)(=O)=O)cc2)c2ccccc21	1.3	12.9	-3.8	-21.8	-0.9	1.6	2.9	-0.6	1.8	2.5
O=C(Nc1cccc(C(F)(F)F)c1)C(Sc1cccc[n+]1[O-])c1ccccc1 (centres undefined)	-2.2	20.2	-2.8	-5.4	3.7	-8.5	-1.6	-9.3	3.2	6.2
O=[N+]([O-])/C(C(Cl)=C(Cl)Cl)=C(/NC1CC1)Sc1ccccc1	0.9	-0.1	-3.9	5.3	1.2	-0.7	-1.7	-8.3	-1.8	-0.7

Next compounds:
Molecule	GSK3beta inhib	HSF-1 act	Dyrk1A ADPGlo	KLF5 inhibitor	HSF1 inh	Platelet DG rel	GSK3A inh	aSyn 5UTR inh	HSP90 refold inh	IEC-6 cytotox
CCN1CCc2nc(NC(=O)c3ccccc3)sc2C1	-1.9	11.6	4.0	-129.5	-12.6	-9.1	0.2	31.1	10.5	-6.4
CCCc1cc(=O)[nH]c(SCCN2C(=O)c3ccccc3C2=O)n1	-11.2	8.2	/	-4.5	-5.3	-1.8	-2.0	2.8	-3.5	7.1
CCOC(=O)C1CCN(C2=NC(=O)/C(=C/c3ccc(O)cc3)S2)CC1	-1.8	8.3	12.7	-47.1	14.5	-2.0	2.4	24.0	-0.9	-0.7
Cc1ccc(C(=O)NCC(=O)Nc2ccc(F)c(F)c2F)cc1	2.8	-2.5	-4.2	-20.1	9.1	-3.7	-0.4	-8.8	0.5	-1.4
O=C(N=C1SC2CS(=O)(=O)CC2N1c1ccccc1)C1CCCCC1 (centres undefined)	-0.8	5.2	-1.8	-13.1	-3.4	-4.2	-1.3	11.4	-6.2	-8.0
O=C(CN1CC(c2ccccc2)CC1=O)Nc1ccc2c(c1)OCO2 (centres undefined)	-1.6	-6.3	11.4	9.6	-2.2	0.5	/	-14.3	-3.0	-0.1
COc1ccc(C)cc1NC(=O)c1nnn(Cc2cccc(C(F)(F)F)c2)c1N	-2.0	0.1	3.3	39.6	2.3	10.3	-0.4	?	0.9	-3.5
CCOc1c2ccc(C(=O)NCc3cc(C(F)(F)F)cc(C(F)(F)F)c3)cc2nn1C	0.1	-10.9	-19.8	-17.5	1.1	0.1	1.0	18.5	-2.6	-0.5
CCN(Cc1ccccc1)c1ccc(N=Nc2nn(C)c(C)c2[N+](=O)[O-])cc1	-0.3	46.9	-1.3	-14.6	25.3	6.6	-0.5	-19.2	0.0	0.5
O=C(CSc1nc2[nH]ncc2c(=O)n1-c1ccccc1Cl)N1CCCC1	-1.0	-15.7	4.0	-0.6	-7.1	0.4	1.9	10.9	6.7	0.9
NS(=O)(=O)c1ccc(NC(=S)Nc2nn(Cc3ccc(Cl)cc3Cl)cc2Cl)cc1	-24.4	0.7	-1.5	-1.5	-3.4	4.8	-2.4	18.2	1.8	-3.6
Cc1ccccc1N1CCN(Cc2ccc(Br)o2)CC1	3.3	21.3	5.8	-27.6	-0.2	5.1	-2.9	-7.0	11.8	0.9
Cc1cccc(CCNC(=O)Cn2ncc3c([nH]c4ccc(C)cc43)c2=O)c1	-4.0	6.0	/	-14.9	6.8	3.7	2.4	5.7	20.9*	0.1
Cc1ccc(C(=O)NCCSc2snnc2C)cc1	0.9	18.1	-4.0	-23.5	2.5	9.6	-0.8	-57.7	3.5	2.4
CCOc1ccc(C(=O)NC(=S)Nc2cccc(S(=O)(=O)NC3=NCCC3)c2)cc1	1.0	-13.3	/	57.4	0.1	8.8	-0.3	110.8*	-2.9	64.9*
Cn1cnc2c1c(=O)n(Cc1cccc(Br)c1)c(=O)n2C	-3.8	16.1	-26.2	-21.6	10.8	-1.6	-0.6	11.0	0.0	-1.1
O=C(COC(=O)c1nc(-c2ccccc2)n(-c2cccc(C(F)(F)F)c2)n1)NCc1cccs1	0.1	-13.8	-0.2	-28.3	-1.6	2.5	-2.1	-34.0	4.3	9.4
Cc1ccc(C2CC2c2n[nH]c(=S)n2-c2ccc(C)cc2)cc1 (centres undefined)	-1.6	18.2	5.3	-18.7	2.9	2.6	2.8	11.1	-5.3	-1.3
O=C(CSc1nnc(-c2cccc(S(=O)(=O)N3CCCCC3)c2)o1)NCCC1=CCCCC1	2.2	12.3	-1.8	-7.8	6.8	6.0	-3.1	2.0	5.8	3.8
O=C(NCC1CC1)Nc1ccccc1F	0.9	4.3	5.2	-23.1	-1.1	-5.9	-2.6	-22.4	-0.2	-7.2
COc1ccc(NC(=O)C2C3C=CC(C3)C2C(=O)NCc2ccccn2)c(OC)c1 (centres undefined)	/	/	1.4	-34.1	/	/	6.9	/	0.0	8.7
Cc1cc(SCc2ccc(C(F)(F)F)cc2)nc(=O)[nH]1	7.0	10.9	-6.2	-5.8	2.2	8.4	-4.1	6.8	-6.5	-1.0

These rows are one share of the data; count on the stated rates, not on these rows.
